MIN6 prolif: inducers of MIN6 beta-cell proliferation, primary screen, ATP luminescence, uHTS | MIN6 cells proliferation, ATPlite luminescence, 48 h; cells starved in 0.2% serum; 100% = growth in 10% serum | proliferation, % at 10 µM | hit rate 0.29% among 330,000 | AID 2380, 2010;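 active = compounds whose signal lies at least 3.5 SD above the mean of all wells on their plate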;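 also: 0% = DMSO-treated cells in low-serum medium and 100% = 10% serum control; some compounds called inactive have numbers as strong as hits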
A3A deaminase: APOBEC3A ssDNA deaminase inhibitors, primary screen, selectivity assay for APOBEC3G inhibitor project, biochemical, FAM/TAMRA oligo cleavage fluorescence; DNA dC->dU-editing enzyme APOBEC-3A (Homo sapiens), P31941; recombinant A3A, FAM/TAMRA ssDNA deamination fluorescence; inhibition, % at 20 µM; hit rate 0.41% among 330,000; AID 493011, 2011;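 active = at least 40% inhibition at 20 µM here, with at most 30% in a related deaminase screen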;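 also: plate controls were A3A with DMSO for no effect and wells lacking A3A enzyme for full effect; some results filed as inactive read as strong as hits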
Target sequence (P31941 whole entry, looked up): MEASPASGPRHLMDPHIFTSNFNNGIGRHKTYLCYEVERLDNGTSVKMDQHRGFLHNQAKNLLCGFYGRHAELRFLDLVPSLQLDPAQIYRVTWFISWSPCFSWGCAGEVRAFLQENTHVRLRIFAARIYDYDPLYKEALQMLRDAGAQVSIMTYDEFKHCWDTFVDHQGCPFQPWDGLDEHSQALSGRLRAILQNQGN
ATG4B inhibitor: ATG4B protease inhibitors, primary screen, biochemical, fluorescence, uHTS | hit rate 0.51% among 340,000 | ATG4B cleavage of LC3-PLA2, NBD-HPC fluorescence, 1 h | AID 504462, 2011 | Cysteine protease ATG4B (Homo sapiens), Q9Y4P1 | inhibition, % at 8.33 µM; in the data active = inhibition above about 40%
Target sequence (Q9Y4P1 whole entry, looked up): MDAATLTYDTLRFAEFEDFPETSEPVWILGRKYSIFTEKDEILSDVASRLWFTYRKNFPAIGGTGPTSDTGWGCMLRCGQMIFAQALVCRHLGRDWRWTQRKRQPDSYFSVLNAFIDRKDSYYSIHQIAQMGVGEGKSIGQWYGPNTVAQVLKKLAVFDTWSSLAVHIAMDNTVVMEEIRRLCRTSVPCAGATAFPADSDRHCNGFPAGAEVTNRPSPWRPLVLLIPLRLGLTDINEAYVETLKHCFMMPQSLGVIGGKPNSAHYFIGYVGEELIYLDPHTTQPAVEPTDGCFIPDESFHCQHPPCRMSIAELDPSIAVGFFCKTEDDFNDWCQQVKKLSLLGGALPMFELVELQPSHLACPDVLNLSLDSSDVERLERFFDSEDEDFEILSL
mIAP act: activators of mouse IAP, primary screen, biochemical, luminescence, uHTS. hit rate 0.24% among 330,000. intestinal alkaline phosphatase [Mus musculus]. muIAP, CDP-Star luminescence, 30 min; active compounds read high; 1 = vehicle-only enzyme signal, 0 = enzyme-free wells. activation factor at 10 µM;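 active = activation factor of at least 2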; also: the source names both 10 and 20 µM as test concentration; values of inactives mirror those of a sister screen read the other way
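also added = chemiluminescent substrate CDP-Star | test system = mouse IAP enzyme | signal = chemiluminescence readout | compound = DMSO-dissolved test compounds | incubation = 30 min at room temperature | benchmarks = DMSO wells, no-enzyme wells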
mIAP block: inhibitors of mouse IAP, primary screen, biochemical, luminescence, uHTS; purified mouse IAP, CDP-Star luminescence, 30 min; inhibition, % at 10 µM; hit rate 0.2% among 330,000; AID 2806, 2010;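 active = inhibition of at least 40% at 10 µM in the primary screen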;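 also: plate controls were DMSO with enzyme for no effect and no enzyme wells for full effect; values of inactives mirror those of a sister screen read the other way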
hIAP inh: human IAP inhibitors, primary screen, biochemical, luminescence, uHTS; Intestinal-type alkaline phosphatase (Homo sapiens), P09923; purified IAP, CDP-Star luminescence, 30 min; inhibition, % at 10 µM; hit rate 0.12% among 330,000;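 active = inhibition reaching a set limit with compound at 10 µM in the primary screen, cut at about 35% in these data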;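 also: plate controls were DMSO wells with enzyme for no effect and no-enzyme buffer wells for full effect; values of inactives mirror those of a sister screen read the other way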
MPTP block: mitochondrial permeability transition pore inhibitors, primary screen, biochemical, isolated mouse mitochondria, absorbance. AID 602449, 2012. Ca2+ swelling absorbance, 30 min. inhibition, % at 10 µM. hit rate 1.4% among 360,000;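 active = inhibition of 50% or more, scaled per plate between neutral and stimulator controls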;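 also: 0% = DMSO wells given calcium and 100% = 1 mM EGTA wells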
APOBEC3G inh: APOBEC3G DNA deaminase inhibitors, primary screen, biochemical, fluorescence, single-stranded DNA substrate, uHTS; hit rate 0.28% among 330,000; inhibition, % at 20 µM; DNA dC->dU-editing enzyme APOBEC-3G (Homo sapiens), Q9HC16; AID 493012, 2011; recombinant A3G, ssDNA deamination FAM/TAMRA fluorescence;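 active = inhibition of at least 40% at 20 µM, with no more than 30% in the related APOBEC3A deaminase screen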;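 also: plate controls were DMSO wells with A3G for no effect and wells lacking A3G enzyme for full effect; some compounds called inactive have numbers as strong as hits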
Target sequence (Q9HC16 whole entry, looked up): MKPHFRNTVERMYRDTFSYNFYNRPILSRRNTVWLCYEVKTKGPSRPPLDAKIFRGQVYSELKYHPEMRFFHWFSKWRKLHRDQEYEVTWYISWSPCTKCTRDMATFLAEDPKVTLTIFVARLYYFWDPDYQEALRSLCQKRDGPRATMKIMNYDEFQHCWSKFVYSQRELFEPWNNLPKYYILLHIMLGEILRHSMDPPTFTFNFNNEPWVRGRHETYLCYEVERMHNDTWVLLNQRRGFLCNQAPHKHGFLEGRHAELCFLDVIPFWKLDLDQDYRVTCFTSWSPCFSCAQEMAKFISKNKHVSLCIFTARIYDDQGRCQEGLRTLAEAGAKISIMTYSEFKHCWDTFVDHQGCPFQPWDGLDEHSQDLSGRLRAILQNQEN
hIAP act: human IAP activators, primary screen, biochemical, luminescence, uHTS. Intestinal-type alkaline phosphatase (Homo sapiens), P09923. purified human IAP, CDP-Star luminescence, 30 min; active compounds read high; 1 = vehicle-only enzyme, 0 = enzyme-free background. activation factor at 10 µM. hit rate 0.16% among 330,000;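 active = activation factor of the enzyme at least 2-fold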; also: the source names both 10 and 20 µM as test concentration; values of inactives mirror those of a sister screen read the other way
Starred values were filed as active, the others as inactive; x = not tested or not shown.

Compound	MIN6 prolif	A3A deaminase	ATG4B inhibitor	mIAP act	mIAP block	hIAP inh	MPTP block	APOBEC3G inh	hIAP act
Cc1cc(C[n+]2ccsc2N)c2ncccc2c1	-2	4	-5	0.94	6	4	0.5	-5	0.96
CS(=O)(=O)c1ncc(CO)n1Cc1ccccc1	0	-2	-4	1	-3	10	-0.5	-4	0.9
O=C(CCCN1C(=O)/C(=C/c2cccc(Br)c2)SC1=S)Nc1ccccn1	-3	-1	1	0.87	13	1	2.0	-4	0.99
O=C1C=C(c2ccccc2)C(=O)N1Nc1ccccc1	-3	3	-7	0.96	4	10	-4.6	10	0.9
O=C(Nc1ccccc1N1CCOCC1)C1Cc2ccccc2CN1C(=O)c1ccco1 (configuration not stated)	-1	-1	-4	0.9	10	-11	-1.0	-4	1.1
CC(C)Cn1c(NCCN(C)C)nc2c1c(=O)[nH]c(=O)n2C	-2	-3	-4	0.95	5	8	0.1	-3	0.92
Nc1nc(NC2CCCCC2)nc(NCCO)c1[N+](=O)[O-]	-2	0	-2	1.1	-7	-4	-0.8	-5	1
COc1cc2c(cc1OC)C1=C(C#N)CCC(=NC(=O)c3ccco3)N1CC2	9.8*	3	-6	1	-2	-16	0.5	0	1.2
Cc1cccc(NC(=O)CN2C(=O)c3ccccc3S2(=O)=O)n1	-3	-4	-8	1	0	-2	-0.8	-12	1
CC(C)Cc1nc2oc3c(=O)[nH]cnc3c2c2c1CCC2	-1	5	-2	0.95	5	6	-0.7	4	0.94
COc1ccc(CCNC(=O)C2CC(=O)N(C3CCCCC3)C2)cc1OC (configuration not stated)	3	0	-3	1.1	-11	-10	1.7	13	1.1
O=C(NCCCN1CCN(c2ccccc2F)CC1)C1CCN(S(=O)(=O)N2CCOCC2)CC1	-1	1	7	1.1	-7	-3	-2.8	-1	1
COc1ccccc1N1CCN(c2ccc3ccccc3n2)CC1	-4	-3	8	0.95	5	12	-1.9	-10	0.88
CN1C(=O)[C@@H]2[C@@H]3C[C@@H]([C@H]4ON=C(c5ccc(Cl)cc5)[C@@H]34)[C@@H]2C1=O	1	0	-1	0.94	6	2	-0.9	-5	0.98
CN(c1ccc(C(=O)NCCCn2ccnc2)cc1)S(C)(=O)=O	3	-5	4	1.1	-7	-9	0.0	-4	1.1

Two compounds drawn at random from the list so far, as already listed:
Compound	MIN6 prolif	A3A deaminase	ATG4B inhibitor	mIAP act	mIAP block	hIAP inh	MPTP block	APOBEC3G inh	hIAP act
O=C1C=C(c2ccccc2)C(=O)N1Nc1ccccc1	-3	3	-7	0.96	4	10	-4.6	10	0.9
CS(=O)(=O)c1ncc(CO)n1Cc1ccccc1	0	-2	-4	1	-3	10	-0.5	-4	0.9

Carrying on:
Compound	MIN6 prolif	A3A deaminase	ATG4B inhibitor	mIAP act	mIAP block	hIAP inh	MPTP block	APOBEC3G inh	hIAP act
CO/N=C/C(C(C)=O)C(=O)Nc1ccc(Cl)cc1Cl (configuration not stated)	0	-2	-2	0.99	1	6	1.6	-5	0.94
CCCOC(=O)N[C@@H]1C(=O)N2C(C(=O)OCCC)=C(C)CS[C@H]12	-6	-3	-4	1	-2	-3	8.8	-14	1
CC1CCc2sc(C(=O)Nc3ccc(N4CCOCC4)cc3)cc2C1 (configuration not stated)	1	0	-10	1	-3	-5	1.1	2	1.1
COc1ccccc1/C=N/Nc1nccnc1Cl	-1	3	5	1	0	5	0.0	5	0.95
Cc1cccc(C)c1NC(=O)CN1C(=O)COc2ccccc21	1	0	5	1	0	-3	1.5	-2	1
CC(C)c1ccc(NC(=O)CSc2n[nH]c(=O)n2-c2cccnc2)cc1	1	-3	-1	0.95	5	-38	-1.1	-3	1.4
CCC(c1nnc(SCC(=O)Nc2nnc(-c3ccccc3)o2)o1)N(C)C (configuration not stated)	-3	-4	-10	0.87	13	-13	-0.6	-9	1.1
CCCNC(=O)C(Cc1ccc(Cl)cc1)NC(=O)c1ccc(-c2ccccc2)cc1 (configuration not stated)	3	-4	8	1	0	7	-0.5	-10	0.93
COc1cccc(/C=N/NC(=O)c2ccc3nc[nH]c3c2)c1	-3	-1	-10	0.94	6	-34	1.0	-5	1.3
CCc1cc2cccc(C)c2nc1SCC(=O)Nc1nonc1C	1	-2	1	1	-1	4	-0.2	-10	0.96
C/C(=N\O)c1cccc(Br)c1	0	-1	-5	1	-2	-8	1.6	-4	1.1
O=C(O)CCC(=O)NCC1OCCc2ccccc21 (configuration not stated)	0	-4	-5	0.94	6	5	-0.9	-7	0.95
Cc1cc(C)n2nc(SC(C)C(=O)N(C)c3ccccc3)nc2n1 (configuration not stated)	-2	3	-8	1	0	-10	-0.9	-5	1.1
CC1CC2(CC(C)(C(=O)CSc3nc4ccccc4s3)OC2=O)C(=O)O1 (configuration not stated)	-1	-5	-7	1	0	10	1.2	-11	0.9
O=C(NC1CCCc2ccccc21)c1ccc(Cl)nc1 (configuration not stated)	-3	-3	9	1.1	-11	2	-0.3	-4	0.98

Continued.
Compound	MIN6 prolif	A3A deaminase	ATG4B inhibitor	mIAP act	mIAP block	hIAP inh	MPTP block	APOBEC3G inh	hIAP act
CCN1CCN(C(=O)C(Cc2ccccc2)NC(=O)c2ccc(Cl)c(S(=O)(=O)N(C)C)c2)CC1 (configuration not stated)	-2	4	-2	1	-3	-14	-1.8	0	1.1
O=[N+]([O-])c1cccc(NC(=S)N2CCc3ccccc32)c1	1	4	0	0.91	9	14	0.7	2	0.86
CCc1n[nH]c2c1/C(=N\O)CC(c1ccccc1)C2 (configuration not stated)	0	-6	9	1.1	-8	23	-2.2	-8	0.77
COc1ccc(N2CC(C(=O)N/N=C/c3c[nH]c4ccccc34)CC2=O)cc1 (configuration not stated)	-2	4	-23	1	0	-21	1.0	-1	1.2
Oc1nc(-c2ccc(Br)cc2)n2ccncc12	-1	0	-2	1	-1	-3	1.7	-13	1
CSc1ncccc1C(=O)Nc1cccc(S(=O)(=O)N(C)c2ccccc2)c1	2	-2	-13	0.94	6	-12	1.1	-7	1.1
CC(=O)c1ccc(S(=O)(=O)N2CCN(C(C)=O)CC2)cc1	-1	1	6	1	0	8	0.3	-5	0.92
Nc1nonc1-n1nnc(C(=O)N/N=C/c2ccc(Br)cc2)c1-c1ccc2c(c1)OCO2	1	-1	-3	0.97	3	-19	-0.5	-3	1.2
CCCCc1c(C)nn(-c2nnc3c4ccccc4n(CC)c3n2)c1C	-6	1	5	0.95	5	3	2.5	-2	0.97
Cc1ccc([N+](=O)[O-])cc1-c1[nH]c(-c2ccc(O)c(O)c2)nc1-c1ccccc1	-6	-2	-3	0.83	17	-19	20	-3	1.2
Cc1ccc(S(=O)(=O)N(CC(=O)N2CCOCC2)C2CCCCC2)cc1	2	-2	-4	0.98	2	14	-0.9	-6	0.86
CC(C)(C)c1ccc(S(=O)(=O)N2CCNC(=O)C2)cc1	1	-3	-10	1.1	-10	6	2.0	-7	0.94
O=C(Nc1ccc([N+](=O)[O-])cc1)Nc1ccc(Cl)cc1F	-5	1	-4	0.84	16	15	100*	-2	0.85
Fc1ccc(C2=Nn3c(nnc3-c3n[nH]c4c3CCC4)SC2)cc1	-2	-1	-8	0.81	19	-80	-1.3	1	1.8
CS(=O)(=O)N(CC(=O)O)c1cccc(Cl)c1	-2	-1	1	1	-1	-18	0.2	0	1.2

(list continues)
Compound	MIN6 prolif	A3A deaminase	ATG4B inhibitor	mIAP act	mIAP block	hIAP inh	MPTP block	APOBEC3G inh	hIAP act
Clc1cccc(Oc2ncc(CN3CCOCC3)s2)c1	3	-4	-13	1	-1	-4	2.0	-8	1
Cc1cc(C)c(S(=O)(=O)N(C)CC(N)=O)c(C)c1	-1	-7	4	1	-5	-17	-0.1	7	1.2
CCCCC(=O)Nc1nc2c(OC)cc([N+](=O)[O-])cc2s1	2	-1	-1	0.99	1	18	-2.0	-2	0.82
COc1ccccc1CNC(=O)C(=O)c1cn(CC(=O)N2CCCC2)c2ccccc12	0	-1	-5	1.1	-7	8	-0.6	1	0.92
Cc1cc(C(=O)NCC(c2ccco2)N2CCCC2)c2ccccc2n1 (configuration not stated)	4	-2	-3	1.1	-11	2	4.8	-6	0.98
Cc1ccc(N(Cc2cc3ccc(C)cc3[nH]c2=O)S(=O)(=O)c2ccccc2)cc1	-4	-4	-3	0.92	8	16	-0.3	-5	0.84
Fc1ccc(N2CCN(Cc3cnc(Oc4ccc(Br)cc4)s3)CC2)cc1	-1	-3	-14	1	-5	-1	0.1	-4	1
O=C(Nc1ccc(Br)cc1)c1cc2ccccn2n1	-1	0	-5	0.94	6	0	0.0	-6	1
Cc1cc(=O)c2cccc(Br)c2[nH]1	-1	5	-4	1.1	-9	8	0.8	-1	0.92
COc1ccccc1Cn1c(=S)[nH]c2cc(C(=O)NC(C)C)ccc2c1=O	-3	-2	-2	0.92	8	-14	0.6	-5	1.1
COC(=O)C1=C(C)N(CCc2cc(OC)c(OC)c(OC)c2)C(=O)N[C@H]1c1ccc(Br)cc1	3	-4	x	0.93	7	-11	x	-6	1.1
CC1CCC2(CC1)NC(=O)N(CC(=O)Nc1ccc3c(c1)CCC3)C2=O (configuration not stated)	-4	5	-4	0.96	4	-14	0.3	2	1.1
Cc1ccc(NC(=O)C2CCCN(C(=O)NCc3ccccc3)C2)c(C)c1 (configuration not stated)	-1	3	-3	1.2	-18	-9	0.1	10	1.1
CCOC(=O)C1C(=O)NCC1c1ccccc1 (configuration not stated)	-2	1	19	0.88	12	-14	-0.2	-5	1.1
CCCN(CC(=O)Nc1ccccc1OC)C(=O)c1ccc2c(c1)NC(=O)C(C)S2 (configuration not stated)	-2	-4	-9	0.95	5	-14	-0.5	-6	1.1

(listing goes on)
Compound	MIN6 prolif	A3A deaminase	ATG4B inhibitor	mIAP act	mIAP block	hIAP inh	MPTP block	APOBEC3G inh	hIAP act
CC(=O)Nc1cc(C(=O)NCc2ccco2)ccc1Sc1ccc(F)cc1	0	-1	-3	0.97	3	6	0.0	-3	0.94
OC1CSc2nc3ccccc3n2C1 (configuration not stated)	1	3	-8	1	0	17	-4.3	-3	0.83
CC(=O)Nc1cccc(C(=O)/C=C/c2ccc(N(C)C)cc2)c1	-2	-34	2	1	-5	15	-9.2	-63	0.85
COc1ccc(C(=O)OC(COc2ccccc2)Cn2ccnc2)cc1 (configuration not stated)	-1	-2	-6	0.91	9	-10	-1.1	-6	1.1
O=C(Cn1cnc2c(nnn2Cc2ccccc2)c1=O)NCc1ccccc1Cl	-1	-9	12	1.1	-9	-25	2.4	0	1.2
CCCCC1CC(/C(C)=N/NC(N)=O)OC1=O (configuration not stated)	0	-3	-6	0.97	3	3	-1.5	-8	0.97
COc1ccc(O)c(C(=O)/C=C/c2cc3ccccc3o2)c1	-5	0	-4	0.93	8	-39	1.3	-1	1.4
CC(C)C(NS(=O)(=O)c1ccc2c3c(cccc13)C(=O)N2)C(=O)O (configuration not stated)	-4	2	4	0.82	18	-18	-1.2	-1	1.2

High-throughput results (PubChem BioAssay)
